IDH1 mut inh – inhibitors of IDH1 R132H reductase, primary screen, biochemical, plate reader, single point. Isocitrate dehydrogenase [NADP] cytoplasmic (Homo sapiens), O75874. diaphorase/resazurin fluorescence, 60 min. inhibition, % at 10 µM. actives 0.18% (n = 70,000). AID 624101, 2012; in the data active means inhibition above about 34%;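 further: 0% = DMSO and 100% = no enzyme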
Target sequence (O75874 whole entry R132H): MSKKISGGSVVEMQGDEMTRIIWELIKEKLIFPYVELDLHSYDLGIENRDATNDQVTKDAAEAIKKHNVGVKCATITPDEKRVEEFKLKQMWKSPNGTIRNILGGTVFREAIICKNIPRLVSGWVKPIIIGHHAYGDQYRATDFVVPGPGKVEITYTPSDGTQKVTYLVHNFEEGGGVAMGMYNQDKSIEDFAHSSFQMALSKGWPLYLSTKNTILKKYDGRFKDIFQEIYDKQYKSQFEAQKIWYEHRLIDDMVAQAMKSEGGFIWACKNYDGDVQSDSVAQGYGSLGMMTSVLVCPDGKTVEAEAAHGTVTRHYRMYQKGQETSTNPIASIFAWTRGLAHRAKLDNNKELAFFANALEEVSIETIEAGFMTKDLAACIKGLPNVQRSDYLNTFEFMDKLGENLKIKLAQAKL
PRC2 inh – EZH2/PRC2 methyltransferase inhibitors, primary screen, biochemical, DELFIA time-resolved fluorescence, single point; Histone-lysine N-methyltransferase EZH2 (Homo sapiens), Q15910; PRC2 H3K27 methylation, DELFIA TRF, 1 h; inhibition, % at 12.5 µM; actives 0.35% (n = 57,000); AID 651548, 2012;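 active means mean inhibition of replicates at least 50% and every single replicate also reaching 50%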;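 further: dimethyl H3K27 on biotinylated H3 21-44 peptide detected by antibody; plate controls were median neutral control wells for no effect and median positive control wells for full effect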
Active calls of the source: *; . = not tested or not shown. A portion of the library (hit frequency here may not be typical).

SMILES | IDH1 mut inh | PRC2 inh
C[C@H](CO)N1C[C@H](C)[C@H](CN(C)C(=O)NC2CCCCC2)Oc2ncc(-c3ccc(F)cc3)cc2C1=O | -0.2 | 1.5
CCC(=O)Nc1ccc2c(c1)OC[C@@H](C)N(Cc1ccccc1OC)C[C@@H](C)[C@@H](OC)CN(C)C2=O | 0.2 | 4.4
C[C@@H]1CN([C@H](C)CO)C(=O)c2cc(-c3ccc(C#N)cc3)cnc2O[C@@H]1CN(C)C(=O)CN(C)C | -2.6 | 7.6
CCN(CC)c1ccc(/C=C2/C(=O)NN(c3ccc(C)cc3)C2=O)cc1 | 1.2 | 4.7
O=C(CSc1nc2ccccc2[nH]1)Nc1cccc2ccccc12 | 0.0 | 4.9
O=C(Nc1cccc(F)c1)N[C@@H]1CC[C@@H](CCNS(=O)(=O)c2cccc(Cl)c2)O[C@@H]1CO | -0.4 | -6.0
C[C@@H]1CN([C@@H](C)CO)C(=O)c2cc(NS(=O)(=O)c3ccc(Cl)cc3)ccc2O[C@@H]1CN(C)S(=O)(=O)c1ccccc1 | 0.8 | .
Cc1noc(C)c1NC(=O)Nc1ccc2c(c1)C(=O)N([C@@H](C)CO)C[C@H](C)[C@@H](CN(C)Cc1ccc(C(=O)Nc3ccccc3N)cc1)O2 | 0.1 | -5.0
CO[C@@H]1CN(C)C(=O)c2cc(NC(=O)c3ccc4c(c3)OCO4)ccc2OC[C@H](C)NC[C@@H]1C | -0.3 | 0.8
CCCC#Cc1cnc2c(c1)C(=O)N([C@H](C)CO)C[C@H](C)[C@H](CN(C)C(=O)C1CCC1)O2 | -0.2 | 1.7
CC(C)NC(=O)Nc1ccc2c(c1)C(=O)N([C@H](C)CO)C[C@@H](C)[C@@H](CN(C)Cc1ccc(C(F)(F)F)cc1)O2 | 0.5 | .
COc1ccc(CN(C)C[C@@H]2Oc3ccc(NC(=O)Nc4ccccc4)cc3C(=O)N([C@H](C)CO)C[C@@H]2C)cc1 | -0.6 | .
C[C@@H](NC(=O)C[C@H]1C[C@@H]2c3cc(NC(=O)CN(C)C)ccc3O[C@@H]2[C@H](CO)O1)c1ccccc1 | 0.2 | -13.7
C[C@H](CO)N1C[C@H](C)[C@H](CN(C)S(=O)(=O)c2ccc(Cl)cc2)Oc2ccc(NC(=O)Nc3ccc(F)cc3)cc2CC1=O | -0.2 | .
Cc1ccc(S(=O)(=O)N(C)C[C@@H]2OCCCC[C@@H](C)Oc3ccc(NC(=O)NC4CCCCC4)cc3C(=O)N([C@H](C)CO)C[C@@H]2C)cc1 | 8.5 | .
C[C@H](CO)N1C[C@H](C)[C@@H](CN(C)S(=O)(=O)c2cccc(F)c2)Oc2ncc(-c3cccc(C(=O)N(C)C)c3)cc2C1=O | -0.7 | .
C[C@H]1CN([C@@H](C)CO)C(=O)c2cc(-c3cccc(C#N)c3)cnc2O[C@H]1CN(C)C(=O)c1ccccn1 | -0.1 | .
C[C@@H]1CCCCO[C@@H](CN(C)Cc2ccc(C(=O)O)cc2)[C@@H](C)CN([C@H](C)CO)C(=O)c2cc(N(C)C)ccc2O1 | . | 8.4
Cc1ccc(S(=O)(=O)N[C@@H]2CC[C@@H](CCNC(=O)c3ccccc3F)O[C@H]2CO)cc1 | -0.4 | -13.4
O=C(N/N=C/c1ccc(O)c2ccccc12)c1ccccn1 | 3.9 | -3.9
C[C@H](CO)N1C[C@H](C)[C@@H](CN(C)S(=O)(=O)c2ccccc2)Oc2c(NC(=O)C3CC3)cccc2C1=O | . | -0.6
CCS(=O)(=O)N[C@@H]1CC[C@@H](CC(=O)NC2Cc3ccccc3C2)O[C@@H]1CO | -0.2 | 10.8
Cc1ccccc1-c1ccc2c(c1)O[C@H](CN(C)Cc1ccc(C(=O)O)cc1)[C@H](C)CN([C@H](C)CO)S2(=O)=O | -0.3 | 19.6
C[C@H](CO)N1C[C@H](C)[C@H](CN(C)C(=O)Nc2ccc(C(F)(F)F)cc2)Oc2ccc(N(C)C)cc2C1=O | . | -2.4
CCCC#Cc1cnc2c(c1)C(=O)N([C@@H](C)CO)C[C@H](C)[C@@H](CN(C)C(=O)c1ccccc1)O2 | -0.9 | -2.5
C[C@@H]1CN([C@@H](C)CO)S(=O)(=O)c2ccc(C#Cc3ccccc3)cc2O[C@H]1CN(C)S(C)(=O)=O | -3.8 | .
C[C@H](CO)N1C[C@H](C)[C@@H](CN(C)C(=O)Nc2ccc3c(c2)OCO3)Oc2ccc(NC(=O)c3ccncc3)cc2C1=O | 2.7 | .
COc1ccc(CN(C)C[C@H]2Oc3ccc(NS(C)(=O)=O)cc3C(=O)N([C@H](C)CO)C[C@@H]2C)cc1 | 4.2 | .
Cc1ccc(S(=O)(=O)N(C)C[C@H]2OCCCC[C@@H](C)Oc3ccc(N(C)C)cc3C(=O)N([C@@H](C)CO)C[C@H]2C)cc1 | -6.8 | 4.9
COCC(=O)N1C[C@H](C)[C@H](OC)CN(C)C(=O)c2ccc(NC(=O)C3CCC3)cc2OC[C@@H]1C | -0.1 | 2.9
Cc1ccccc1NC(=O)CSc1nc(-c2ccc(Cl)cc2)cc(C(F)(F)F)n1 | 0.1 | -0.4
CN(CC(=O)Nc1ccccc1Br)S(=O)(=O)c1ccc2ccccc2c1 | -0.1 | 20.9
Clc1cccc(C=NC=Nc2cccc(Cl)c2)c1 | -0.6 | 25.8
COc1ccc(S(=O)(=O)Nc2ccc3c(c2)CC(=O)N([C@H](C)CO)C[C@@H](C)[C@@H](CN(C)Cc2ccc(C(=O)Nc4ccccc4N)cc2)O3)cc1 | . | -28.5
O=C(Nc1ccc2c(c1)OCO2)N[C@@H]1CC[C@@H](CCNC(=O)C2CCCCC2)O[C@H]1CO | 0.2 | -10.6
O=C(C[C@@H]1C[C@H]2c3cc(NC(=O)c4cccnc4)ccc3O[C@H]2[C@H](CO)O1)NC1CCCCC1 | 0.3 | 0.8
Cc1cc2c(CO)cc(SCC(O)C(=O)O)cc2o1 (centres undefined) | 0.0 | .
COC(=O)c1ccccc1NC(=O)CC1Sc2ccc(C(F)(F)F)cc2NC1=O (centres undefined) | 0.2 | 18.0
Cc1ccc(S(=O)(=O)Nc2cccc3c2O[C@@H](CN(C)Cc2ccncc2)[C@H](C)CN([C@H](C)CO)C3=O)cc1 | 7.8 | 7.2
C[C@@H]1CN([C@@H](C)CO)C(=O)c2cc(NS(=O)(=O)c3cn(C)cn3)ccc2O[C@@H]1CN(C)C(=O)Nc1cccc2ccccc12 | 0.0 | .
O=C(COc1ccc2ccccc2c1)Nc1ccccc1C(=O)Nc1ccc(F)cc1 | 0.1 | 4.9
O=S(=O)(NCCCO)c1ccc(Br)cc1 | . | -10.0
C[C@@H]1CCCCO[C@@H](CN(C)S(=O)(=O)c2ccccc2)[C@@H](C)CN([C@@H](C)CO)C(=O)c2cc(NC(=O)CCCN(C)C)ccc2O1 | -0.2 | .
CC(C)C#Cc1cnc2c(c1)C(=O)N([C@H](C)CO)C[C@H](C)[C@H](CN(C)C(=O)CN1CCOCC1)O2 | . | 16.5
CO[C@@H]1CN(C)C(=O)c2cc(NC(=O)Nc3ccccc3)ccc2OC[C@@H](C)NC[C@@H]1C | 0.1 | -2.5
CCCC(=O)Nc1ccc2c(c1)C(=O)N(C)C[C@H](OC)[C@@H](C)CN(C(=O)C1CCCC1)[C@@H](C)CO2 | 0.2 | 5.1
C[C@@H]1CN([C@H](C)CO)C(=O)c2cc(C3=CCCC3)cnc2O[C@H]1CN(C)C(=O)Nc1ccc(C(F)(F)F)cc1 | . | -25.7
C[C@H]1CN([C@@H](C)CO)C(=O)Cc2cc(NS(=O)(=O)c3ccc(F)cc3)ccc2O[C@@H]1CN(C)S(=O)(=O)c1cn(C)cn1 | -5.7 | .

Of the compounds above, these have a Cl atom:
SMILES | IDH1 mut inh | PRC2 inh
O=C(Nc1cccc(F)c1)N[C@@H]1CC[C@@H](CCNS(=O)(=O)c2cccc(Cl)c2)O[C@@H]1CO | -0.4 | -6.0
C[C@@H]1CN([C@@H](C)CO)C(=O)c2cc(NS(=O)(=O)c3ccc(Cl)cc3)ccc2O[C@@H]1CN(C)S(=O)(=O)c1ccccc1 | 0.8 | .
C[C@H](CO)N1C[C@H](C)[C@H](CN(C)S(=O)(=O)c2ccc(Cl)cc2)Oc2ccc(NC(=O)Nc3ccc(F)cc3)cc2CC1=O | -0.2 | .
Cc1ccccc1NC(=O)CSc1nc(-c2ccc(Cl)cc2)cc(C(F)(F)F)n1 | 0.1 | -0.4
Clc1cccc(C=NC=Nc2cccc(Cl)c2)c1 | -0.6 | 25.8

Remaining list, next part.
SMILES | IDH1 mut inh | PRC2 inh
CC(C)c1ccc(OCC(=O)Nc2ccc(O)cc2C(=O)O)cc1 | -0.5 | -7.6
Cc1occc1-c1nnc(SCC(=O)Nc2cccc(Cl)c2)n1-c1ccccc1 | 0.1 | 31.2
CO[C@H]1CN(C)C(=O)c2cc(NS(C)(=O)=O)ccc2OC[C@@H](C)N(Cc2ccccn2)C[C@@H]1C | 0.0 | 10.7
O=C(C[C@@H]1C[C@H]2c3cc(NC(=O)Nc4ccc(C(F)(F)F)cc4)ccc3O[C@H]2[C@H](CO)O1)NC1CCCCC1 | 0.4 | -16.8
CNC[C@@H]1Oc2c(NS(=O)(=O)c3ccc(OC)cc3)cccc2C(=O)N([C@H](C)CO)C[C@@H]1C | -0.1 | -3.8
CO[C@H]1CN(C)C(=O)c2cc(NC(=O)Nc3ccc(Cl)cc3)ccc2OC[C@H](C)N(C(=O)Nc2c(C)noc2C)C[C@H]1C | . | -23.4
C/C=C/[C@@H](CCn1cc([C@H](O)c2ccccc2)nn1)[Si](C)(C)c1ccc(OC)cc1 | -0.7 | 40.1
CCCN(C)C[C@@H]1OCCCC[C@H](C)Oc2ccc(NC(=O)Nc3ccc4c(c3)OCO4)cc2C(=O)N([C@H](C)CO)C[C@@H]1C | . | -15.8
COc1cccc(CN(C)C[C@H]2OCc3cn(nn3)CCCC(=O)N([C@@H](C)CO)C[C@H]2C)c1 | . | 0.3
C/C=C1\[C@H]2C=C(C)C[C@]1(N)c1ccc(=O)[nH]c1C2 | -3.0 | -5.8
C[C@@H]1CN([C@@H](C)CO)C(=O)Cc2cc(NC(=O)Cc3cn(C)c4ccccc34)ccc2O[C@@H]1CN(C)S(=O)(=O)c1ccccc1 | -0.7 | .
CC(=O)N[C@@H]1CC[C@@H](CCNC(=O)C2CCCC2)O[C@@H]1CO | -0.7 | -2.9
Cc1cccc(NC(=O)CSc2nnc3n(C)c4ccccc4n23)c1 | -0.3 | -0.6
C[C@H](CO)N1C[C@H](C)[C@@H](CN(C)C(=O)Nc2ccccc2F)OCc2cn(nn2)CCCC1=O | 0.1 | .
O=C(N[C@@H]1CC[C@H](CCNS(=O)(=O)c2ccccc2)O[C@@H]1CO)c1cccc(F)c1 | 0.2 | 1.6
CC(C)NC(=O)N(C)C[C@H]1Oc2cc(Br)ccc2S(=O)(=O)N([C@@H](C)CO)C[C@@H]1C | -1.4 | 1.6
C/C=C/c1ccc2c(c1)O[C@H](CN(C)C(=O)COC)[C@@H](C)CN([C@@H](C)CO)S2(=O)=O | -0.6 | 1.7
COc1ccc([Si](C)(C)[C@@H]2[C@@H](CCO)O[C@]3(C(=O)N(C)c4ccccc43)[C@H]2C)cc1 | . | 12.3
O=C(NO)c1cccc(C(=O)N/N=C/c2cccc(O)c2O)c1 | . | 78.5*
C[C@H](CO)N1C[C@H](C)[C@@H](CN(C)C(=O)Nc2ccc(C(F)(F)F)cc2)Oc2c(NC(=O)c3cnccn3)cccc2C1=O | 1.9 | 0.6
CN(C)CC(=O)Nc1ccc2c(c1)[C@H]1C[C@H](CC(=O)NCc3ccc(Cl)cc3)O[C@@H](CO)[C@H]1O2 | -0.2 | -4.0
C[C@H](CO)N1C[C@H](C)[C@H](CN(C)C(=O)Nc2ccc3c(c2)OCO3)Oc2ccc(NC(=O)CCCCCC(=O)Nc3ccccc3N)cc2C1=O | 0.1 | -6.6
COCC#Cc1ccc2c(c1)O[C@@H](CN(C)Cc1ccc(F)cc1)[C@@H](C)CN([C@H](C)CO)S2(=O)=O | -3.4 | 2.5
C[C@@H]1CN([C@H](C)CO)C(=O)c2cccc(N(C)C)c2O[C@H]1CN(C)S(C)(=O)=O | 1.5 | 3.0
C[C@@H]1CN([C@@H](C)CO)C(=O)c2cccc(NC(=O)C3CC3)c2O[C@@H]1CN(C)Cc1ccccc1 | 1.4 | .
C[C@H]1CN([C@@H](C)CO)C(=O)Cc2cc(NC(=O)Nc3ccc(F)cc3)ccc2O[C@H]1CN(C)Cc1ccc(C(=O)O)cc1 | 1.7 | 0.7
CNC[C@@H]1Oc2ccc(NC(=O)Nc3cccc4ccccc34)cc2CC(=O)N([C@@H](C)CO)C[C@@H]1C | -6.7 | 0.0
CCOC(=O)c1c(NC(=S)NCc2cc(C)n(C)n2)sc2c1CCCC2 | -0.4 | 0.5
CO[C@H]1CN(C)C(=O)c2ccc(NC(=O)Nc3cccc(F)c3)cc2OC[C@@H](C)N(C(=O)Nc2c(C)noc2C)C[C@H]1C | 0.0 | -10.2
Cc1ccc(S(=O)(=O)N(C)C[C@H]2OCCCC[C@@H](C)Oc3ccc(NS(=O)(=O)c4cccs4)cc3C(=O)N([C@@H](C)CO)C[C@H]2C)cc1 | 1.8 | .
CO[C@H]1CN(C)C(=O)c2ccc(NC(=O)C3CC3)cc2OC[C@@H](C)N(CC2CC2)C[C@H]1C | 0.2 | 7.1
O=C(Nc1ccc(-c2nc3ccccc3o2)c(O)c1)c1ncn[nH]1 | -0.3 | 6.8

Reprinted at random: two compounds from above
SMILES | IDH1 mut inh | PRC2 inh
Cc1ccc(S(=O)(=O)N(C)C[C@H]2OCCCC[C@@H](C)Oc3ccc(NS(=O)(=O)c4cccs4)cc3C(=O)N([C@@H](C)CO)C[C@H]2C)cc1 | 1.8 | .
CNC[C@@H]1Oc2ccc(NC(=O)Nc3cccc4ccccc34)cc2CC(=O)N([C@@H](C)CO)C[C@@H]1C | -6.7 | 0.0

Bioassay records as filed in PubChem BioAssay.
